Assay outcomes deposited in PubChem by Broad Institute.
ERAP1 inh: inhibitors of human ERAP1 aminopeptidase; inhibition, % at 10.7 µM; Q9NZ08; 340,000 compounds, 0.15% hits; recombinant ERAP1, Leu-AMC fluorescence, 60 min;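 active means mean replicate inhibition of at least 30%, or all replicates individually reaching that 30% level; inactive means mean below 30% and not every replicate reaching it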;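 further: 0% = neutral control wells and 100% = L-leucinethiol positive control wells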
Target sequence (Q9NZ08 whole entry, looked up): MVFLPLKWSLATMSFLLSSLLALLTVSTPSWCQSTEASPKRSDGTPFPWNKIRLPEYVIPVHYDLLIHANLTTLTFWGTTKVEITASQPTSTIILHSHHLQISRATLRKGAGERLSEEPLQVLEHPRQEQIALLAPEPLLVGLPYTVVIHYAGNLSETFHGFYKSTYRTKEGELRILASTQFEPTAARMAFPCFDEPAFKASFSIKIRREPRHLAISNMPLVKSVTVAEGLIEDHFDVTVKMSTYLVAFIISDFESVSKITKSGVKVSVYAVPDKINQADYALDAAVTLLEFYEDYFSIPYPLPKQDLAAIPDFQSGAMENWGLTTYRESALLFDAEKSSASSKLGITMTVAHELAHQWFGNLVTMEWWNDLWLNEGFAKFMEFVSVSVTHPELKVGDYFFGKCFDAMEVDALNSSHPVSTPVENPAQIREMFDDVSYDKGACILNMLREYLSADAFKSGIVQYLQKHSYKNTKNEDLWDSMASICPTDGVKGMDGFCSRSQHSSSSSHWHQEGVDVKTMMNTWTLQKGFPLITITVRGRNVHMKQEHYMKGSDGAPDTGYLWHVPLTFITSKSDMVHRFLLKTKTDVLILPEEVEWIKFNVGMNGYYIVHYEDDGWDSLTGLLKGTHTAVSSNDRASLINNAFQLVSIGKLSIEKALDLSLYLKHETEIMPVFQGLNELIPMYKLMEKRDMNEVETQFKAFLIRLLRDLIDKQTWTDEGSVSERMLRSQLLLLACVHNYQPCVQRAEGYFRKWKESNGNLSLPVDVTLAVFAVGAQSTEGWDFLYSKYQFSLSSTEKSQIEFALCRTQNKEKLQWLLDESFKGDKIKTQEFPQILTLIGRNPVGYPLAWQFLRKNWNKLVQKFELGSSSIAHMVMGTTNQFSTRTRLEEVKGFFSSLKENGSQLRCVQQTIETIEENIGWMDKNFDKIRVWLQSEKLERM
PglD inh: PglD (C. jejuni) enzyme inhibition; purified PglD enzyme, DTNB colorimetric CoA detection; inhibition, % at 12.5 µM; 360,000 compounds, 0.098% hits; AID 602405; in the data active means inhibition above about 16%, passing the limit was not always enough; inconclusive means no clear call, values can overlap the other calls; further: strong numbers were not always called active
PGC1a acetyl inh: modulators of PGC1a acetylation. U2OS PGC1a acetylation, AlphaScreen anti-acetyl-lysine; with virally co-expressed GCN5 acetyltransferase. inhibition, % at 15.6 µM. 350,000 compounds, 0.17% hits. AID 651687;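 active means every replicate shows inhibition of at least 40%; inconclusive means mean inhibition at least 40% but some replicate below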;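 further: 0% = neutral control wells and 100% = positive control wells; some results beyond the cut were filed as inactive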
LGR2 antag: inhibitors of bursicon-induced Drosophila LGR2 receptor cAMP signaling | HEK293 LGR2, CRE-luciferase, bursicon-stimulated, 4 h | 380,000 compounds, 0.35% hits | inhibition, % at 9.99 µM;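 active means drop in luminescence signal, shown as inhibition above about 50% in the replicate tests, limit read from the data, passing the limit was not always enough; inconclusive means probably only some replicates passing the limit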;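 further: agonist challenge used bursicon conditioned medium at about half maximal strength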
EWS-Fli block: blocks EWS/Fli oncoprotein-driven transcription | A673 NR0B1-luciferase reporter, viability-normalised | 350,000 compounds, 0.67% hits | inhibition, % at 12.6 µM;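 active means mean inhibition of at least 50% after viability correction, with every replicate also passing that limit; inconclusive means mean reaches 50% but only one of two replicates passes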;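 further: firefly luciferase signal divided by Alamar Blue viability fluorescence both relative to DMSO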
S100A4 MyoIIA: blocks human S100A4 binding to myosin IIA peptide. S100A4/TAMRA-MyoIIA peptide fluorescence polarization. inhibition, % at 10.7 µM. 360,000 compounds, 0.14% hits;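 active means mean inhibition of at least 70% across replicates, with every replicate also reaching that level; inconclusive means mean inhibition reaches 70% but some replicates fall short; inactive means mean inhibition below 70%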
Target sequence (P26447 whole entry, looked up): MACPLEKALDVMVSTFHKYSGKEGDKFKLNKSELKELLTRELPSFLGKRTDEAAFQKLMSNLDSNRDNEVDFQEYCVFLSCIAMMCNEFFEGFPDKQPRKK
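Material: S100A4 monomer protein / Buffer or medium: 50 mM HEPES pH 7.2, 10 mM CaCl2, 100 mM KCl / Times: 5 min incubation before reading / Benchmarks: neutral control DMSO, positive control TFP / Reagent: labelled myosin peptide probe, 5 nM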
PAX8 reporter: PAX8 transcriptional activity inhibition; RMG-I TPO-luciferase reporter, SteadyGlo, 24 h; inhibition, % at 12.6 µM; 360,000 compounds, 1.2% hits; AID 652154;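 active means mean replicate inhibition at least 60% with every replicate also reaching 60%; inconclusive means only one of the two criteria is met; inactive means mean below 60% and not all replicates reaching 60%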;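 further: luciferase light reporting Pax8 driven TPO promoter activity; plate controls were median of neutral control wells for no effect and mitoxantrone controls for full effect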
FN deposit inh: fibronectin deposition inhibition. AH1F fibroblasts, Alexa488-fibronectin deposition fluorescence, overnight. inhibition, % at 12.6 µM. 350,000 compounds, 0.086% hits;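 active means mean inhibition across replicates of 30% or more, regardless of how many single replicates reach that level; inconclusive means mean under 30% yet at least half of replicates reach 30%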;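 further: positive control wells lacked labelled fibronectin entirely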
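Measured by – fluorescence 485/525 nm · System – AH1F fibroblast monolayer, labelled fibronectin deposition · Amount – 10000 cells per well · Buffer or medium – serum-reduced DMEM (2% serum) · Doses – single dose, pinned · Also added – fluorescent fibronectin at 24 nM final · Schedule – 1 h cell attachment, overnight exposure to compound and label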
Starred values were filed as active, the others as inactive; ? = inconclusive; . = no result given; & = joins results of further samples.

Values in the order – ERAP1 inh	PglD inh	PGC1a acetyl inh	LGR2 antag	EWS-Fli block	S100A4 MyoIIA	PAX8 reporter	FN deposit inh
> O=C(c1nc2ccccn2c1CN1CCN(c2ccccc2O)CC1)N1CCCC1
 : 3	.	.	23	1	4	8	.
> Cc1c(C(=O)O)oc2c1C(O)CCC2 (centres undefined)
 : 8	-5	-8	4	.	2	-21	9
> O=C(COc1ccccc1)Nc1nnc(-c2ccc(Cl)s2)o1
 : .	-4	-15	-7	0	-5	-16	2
> Cc1cc(C)n(C(=O)c2cc3c(s2)CCCC3)n1
 : .	6	-1	.	.	.	-42	-2
> C[C@H](CO)N1C[C@H](C)[C@H](CN(C)S(=O)(=O)c2ccc(Cl)cc2)Oc2ccc(NC(=O)Nc3ccc4c(c3)OCO4)cc2CC1=O
 : 3	2	4	13	61*	9	.	-9
> CC1(C(=O)NCC(F)(F)F)CCN1C(=O)Cc1ccc(-c2ccccc2)cc1 (centres undefined)
 : 1	-4	6	1	-3	-4	5	-3
> O=C(OCC#CCSc1nnc(-c2ccncc2)o1)c1sc2ccccc2c1Cl
 : .	-3	-13	.	.	.	20	-2
> CCOC(=O)c1sc(N2C(=O)C(O)=C(C(=O)c3ccco3)C2c2ccc(C)o2)nc1C (centres undefined)
 : 3	-16	.	-10	7	-6	11	0
> Cc1ccc(S(=O)(=O)N(C)C[C@@H]2OCc3ccccc3-c3ccccc3C(=O)N([C@@H](C)CO)C[C@H]2C)cc1
 : 0	1	0	14	3	12	.	-2
> O=C(Cc1cccs1)NCCCc1ccccc1
 : 18	5	6	-37	-20	-2	3	9
> Cc1noc(C)c1NC(=O)N(C)C[C@H]1OCc2cnnn2CCCC(=O)N([C@@H](C)CO)C[C@H]1C
 : 7&1	1&1	4	-5	-5&1	9&4	-15&-9	6&4
> O=C(CCSCc1ccccc1F)N1CCN(c2ccccn2)CC1
 : -4	.	.	-34	-17	7	.	.
> O=C(NCC1(c2ccccc2)CCCC1)c1ccccc1
 : -5	.	.	10	-11	-3	-9	15
> COc1ccc(F)cc1S(=O)(=O)NCc1cc(=O)n(C)c(=O)n1C
 : 0	7	-8	5	.	-8	-10	2
> O=C(NCc1cccc(Cl)c1)C1CCC(=O)N(CCCN2CCOCC2)C1 (centres undefined)
 : -3	6	3	-3	.	3	-4	10

Single records (already shown). Order of screens: ERAP1 inh	PglD inh	PGC1a acetyl inh	LGR2 antag	EWS-Fli block	S100A4 MyoIIA	PAX8 reporter	FN deposit inh
Shown for `O=C(CCSCc1ccccc1F)N1CCN(c2ccccn2)CC1` : -4	.	.	-34	-17	7	.	.
Shown for `O=C(NCc1cccc(Cl)c1)C1CCC(=O)N(CCCN2CCOCC2)C1` (centres undefined) : -3	6	3	-3	.	3	-4	10

The results go on:
Values in the order – ERAP1 inh	PglD inh	PGC1a acetyl inh	LGR2 antag	EWS-Fli block	S100A4 MyoIIA	PAX8 reporter	FN deposit inh
> CCCC1(CC)C(=O)NC(=O)N=C1N (centres undefined)
 : 0	-2	20	-14	3	6	.	-12
> CCOC(=O)/C(=N\Nc1ccc(Br)cc1)N1CCN(c2ccccc2OC)CC1
 : -3	-2	-10	-2	3	2	16	-3
> CCOc1ccccc1N(CC(=O)NCC1CCCO1)C(=O)CCC(=O)Nc1nccs1 (centres undefined)
 : -2	3	9	-3	1	-2	-5	1
> CC(=O)N1CCCCN2[C@H](C1)[C@@H](c1ccc(Br)cc1)[C@@H]2CO
 : -1	0	6	-8	-2	0	10	.
> CCOC(=O)c1nn(-c2ccc(C)cc2)c(=O)cc1OCC(=O)N1CCN(c2ccccc2)CC1
 : 2	.	.	-23	-8	-3	7	-3
> Cc1c(CCO)c(=O)oc2n[nH]c(-c3ccccc3)c12
 : 0	.	24	.	0	1	27	1
> C[C@@H]1CN([C@H](C)CO)C(=O)c2cc(NC(=O)C3CCCCC3)ccc2O[C@@H]1CN(C)C(=O)NC1CCCCC1
 : 2	-1	-14	-11	.	-9	3	-3
> CN(C)C(=O)[C@H]1[C@H](CO)[C@H]2Cn3c(ccc(C4=CCCC4)c3=O)[C@@H]1N2Cc1ccccn1
 : 3	.	3	4	-1	7	-12	.
> COc1cc(CN2CCN(C(=O)CC(C)C)CC2)cc(OC)c1O
 : .	1	8	-18	.	.	.	7
> COc1ccc(C[C@@H]2CCn3cc(nn3)COC[C@@H](C(C)C)NC2=O)cc1
 : 1	.	.	-2	-4	?	-30	-7
> CCOC(=O)c1c(C)oc2c1cc(NS(=O)(=O)c1ccc(C(=O)O)cc1)c1ccccc12
 : 17	3	-1	6	-19	-11	26	1
> C=CCN(c1ccc(Cl)cc1)S(=O)(=O)c1cccc(C(=O)OCC(=O)N(C)C)c1
 : -1	.	.	-15	1	8	-1	.
> O=C(NCCCN1CCCC1=O)c1cccc(S(=O)(=O)N2CCCCC2)c1
 : 2	-1	-8	8	-1	2	-14	3
> COc1ccc(NC(=O)N2CCN(c3cccc(C(F)(F)F)c3)CC2)cc1OC
 : .	-3	4	-9	.	.	.	10
> CCN(CC(=O)Nc1cc(Cl)ccc1C)CC(=O)NC1CC1
 : -4	4	2	15	0	3	20	2

New compounds follow:
canonical_smiles	ERAP1 inh	PglD inh	PGC1a acetyl inh	LGR2 antag	EWS-Fli block	S100A4 MyoIIA	PAX8 reporter	FN deposit inh
CNc1cccc(-c2ccc(C(=O)N3CCOCC3)cc2)n1	-3	-5	1	-25	-33	0	-21	9
Cc1cc2nc(-c3ccccc3)cc(=O)n2[nH]1	3	0	14	-2	-39	-7	-9	2
C[C@H]1CN=C(Nc2ccccc2)N1CCCC1CCCCC1	-4	-5	-11	-2	7	-4	-6	2
CC1=C(C(=O)N(C(C)C)C(C)C)CC(CC(=O)NC2CC2)C(=O)N1CCC1=CCCCC1 (centres undefined)	-3	-5	-2	6	-7	1	-5	-10
O=C(NCC[C@@H]1CC[C@H](NS(=O)(=O)c2cccc(Cl)c2)[C@@H](CO)O1)c1cnccn1	-1	0	1	15	6	10	2	8
COCCNC(=O)C(c1ccc(F)cc1)N(CCOC)C(=O)CCC(=O)Nc1ccccn1 (centres undefined)	3	5	.	1	-12	0	6	-5
O=C(Nc1cc(Cl)ccc1N1CCOCC1)C1=COCCO1	-5	-3	12	11	-9	-6	11	5
CO[C@@H]1CN(C)C(=O)c2cc(NC(=O)c3ccccc3F)ccc2OC[C@H](C)N(CC2CCOCC2)C[C@H]1C	0	0	8	9	3	4	.	-8
O=S1(=O)CC(N2CCCCC2)CN1Cc1cn(Cc2ccc(F)cc2)nn1 (centres undefined)	.	.	.	5	-11	2	-2	6
Cc1ccccc1NC(=O)NCC1CCN(Cc2cccc(Cl)c2)CC1	-3	8	.	3	4	-3	17	-4
CCc1ccc(CNC(=O)C2CCN(S(=O)(=O)N3CCCCC3)CC2)cc1	2	-2	-4	2	-8	-4	81*	4
Cc1cc(C)c(NC(=O)CSc2nc3ccc(NC(=O)CSc4nnnn4-c4ccccc4)cc3s2)c(C)c1	-2	.	.	1	5	9	-16	-5
CC(CNC(=O)[C@@H](Cc1ccccc1)NC(=O)[C@H]1O[C@@H](n2cnc3c(=O)[nH]c(N)nc32)[C@H](O)[C@@H]1O)c1ccccc1 (some centres undefined)	-3	.	.	-2	-14	-3	-3	-13
COc1ccc(CNC(=O)C[C@H]2C[C@H]3c4cc(NC(=O)C5CCC5)ccc4O[C@H]3[C@H](CO)O2)cc1	4	4	-15	0	-22	-24	-30	5
C[C@H](CO)N1C[C@H](C)[C@@H](CN(C)S(=O)(=O)c2cccs2)Oc2c(NC(=O)c3ccc(-c4nccs4)cc3)cccc2C1=O	0	-2	.	14	-2	0	.	5

Continued:
canonical_smiles	ERAP1 inh	PglD inh	PGC1a acetyl inh	LGR2 antag	EWS-Fli block	S100A4 MyoIIA	PAX8 reporter	FN deposit inh
O=C(O)/C=C/c1cn(Cc2ccccc2)nc1-c1cccnc1	5	.	.	6	-11	-3	-1	-7
CC(=O)c1ccc(OCCCC(=O)NNC(=O)c2ccccn2)cc1	-2	-4	10	0	19	2	12	9
O=C1CC/C=C\C[C@@H](CC(=O)N(CCO)Cc2ccccc2)C(=O)NC[C@@H](c2ccccc2)O1	5	0	.	8	10	-2	-18	-2
COc1ccc(CC(NC(C)=O)C(=O)NC2CCN(S(=O)(=O)c3ccccc3)CC2)c(OC)c1 (centres undefined)	-1	-3	0	14	6	0	-12	-3
C[C@@H]1CCCCO[C@@H](CN(C)C(=O)Cc2ccccc2)[C@H](C)CN([C@H](C)CO)C(=O)c2cc(NC(=O)Cc3ccccc3)ccc2O1	1	2	4	-6	4	0	-19	8
CCOc1ccc(NC(=O)CN(C)C(=O)c2cc(C)oc2C)cc1OCC	-1	1	.	-2	0	-4	-12	-3
CC(C)CN(C(=O)c1cccc(S(=O)(=O)N2CCN(C)CC2)c1)C1CCS(=O)(=O)C1 (centres undefined)	3	.	.	7	3	0	-14	2
CCOc1ccc(NC(=O)CN(C)C(=O)c2ccc(C)o2)cc1OCC	-4	2	-2	-12	3	0	1	-5

Copied from the entries so far for reference:
canonical_smiles	ERAP1 inh	PglD inh	PGC1a acetyl inh	LGR2 antag	EWS-Fli block	S100A4 MyoIIA	PAX8 reporter	FN deposit inh
CCc1ccc(CNC(=O)C2CCN(S(=O)(=O)N3CCCCC3)CC2)cc1	2	-2	-4	2	-8	-4	81*	4
Cc1cc(C)c(NC(=O)CSc2nc3ccc(NC(=O)CSc4nnnn4-c4ccccc4)cc3s2)c(C)c1	-2	.	.	1	5	9	-16	-5
CC(CNC(=O)[C@@H](Cc1ccccc1)NC(=O)[C@H]1O[C@@H](n2cnc3c(=O)[nH]c(N)nc32)[C@H](O)[C@@H]1O)c1ccccc1 (some centres undefined)	-3	.	.	-2	-14	-3	-3	-13
COc1ccc(CNC(=O)C[C@H]2C[C@H]3c4cc(NC(=O)C5CCC5)ccc4O[C@H]3[C@H](CO)O2)cc1	4	4	-15	0	-22	-24	-30	5
C[C@H](CO)N1C[C@H](C)[C@@H](CN(C)S(=O)(=O)c2cccs2)Oc2c(NC(=O)c3ccc(-c4nccs4)cc3)cccc2C1=O	0	-2	.	14	-2	0	.	5
O=C(O)/C=C/c1cn(Cc2ccccc2)nc1-c1cccnc1	5	.	.	6	-11	-3	-1	-7
CC(=O)c1ccc(OCCCC(=O)NNC(=O)c2ccccn2)cc1	-2	-4	10	0	19	2	12	9
O=C1CC/C=C\C[C@@H](CC(=O)N(CCO)Cc2ccccc2)C(=O)NC[C@@H](c2ccccc2)O1	5	0	.	8	10	-2	-18	-2
COc1ccc(CC(NC(C)=O)C(=O)NC2CCN(S(=O)(=O)c3ccccc3)CC2)c(OC)c1 (centres undefined)	-1	-3	0	14	6	0	-12	-3
C[C@@H]1CCCCO[C@@H](CN(C)C(=O)Cc2ccccc2)[C@H](C)CN([C@H](C)CO)C(=O)c2cc(NC(=O)Cc3ccccc3)ccc2O1	1	2	4	-6	4	0	-19	8
CCOc1ccc(NC(=O)CN(C)C(=O)c2cc(C)oc2C)cc1OCC	-1	1	.	-2	0	-4	-12	-3
CC(C)CN(C(=O)c1cccc(S(=O)(=O)N2CCN(C)CC2)c1)C1CCS(=O)(=O)C1 (centres undefined)	3	.	.	7	3	0	-14	2
CCOc1ccc(NC(=O)CN(C)C(=O)c2ccc(C)o2)cc1OCC	-4	2	-2	-12	3	0	1	-5
